Screening data as filed in PubChem BioAssay.
ADAM10 inh: inhibits human ADAM10; 370,000 compounds, 0.62% hits; O14672; inhibition, % at 7 µM; recombinant ADAM10, EDANS/DABCYL FRET peptide cleavage, 3 h;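 active = inhibition above a per-campaign cutoff equal to the mean of compounds falling between control-based bounds plus 3 SD, cut at about 20% in these data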;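 also: 0% = DMSO wells while the 100% control is not disclosed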
Target sequence (O14672 214-748 limits assumed): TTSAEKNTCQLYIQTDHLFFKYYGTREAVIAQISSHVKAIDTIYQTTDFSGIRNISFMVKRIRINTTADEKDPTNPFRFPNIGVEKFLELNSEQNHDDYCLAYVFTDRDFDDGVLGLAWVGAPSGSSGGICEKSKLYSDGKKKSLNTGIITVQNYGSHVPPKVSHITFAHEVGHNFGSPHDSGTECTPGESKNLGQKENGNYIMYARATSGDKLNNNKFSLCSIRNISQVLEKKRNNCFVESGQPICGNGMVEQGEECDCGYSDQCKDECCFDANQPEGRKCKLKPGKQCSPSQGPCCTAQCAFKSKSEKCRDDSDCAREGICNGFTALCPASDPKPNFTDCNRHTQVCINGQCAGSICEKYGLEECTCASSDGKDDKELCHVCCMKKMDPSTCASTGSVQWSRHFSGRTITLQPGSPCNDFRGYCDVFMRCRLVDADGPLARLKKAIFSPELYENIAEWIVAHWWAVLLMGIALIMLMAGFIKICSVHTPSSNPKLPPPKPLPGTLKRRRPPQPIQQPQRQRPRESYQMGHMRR
rCAG RNA binder: molecules binding r(CAG) RNA repeats | r(CAG) RNA repeat, TO-PRO-1 dye displacement fluorescence | inhibition, % at 3 µM | 370,000 compounds, 1.3% hits | AID 651821;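 active = inhibition above the plate cutoff, the mean of all test compounds on that plate plus 3 SD, cut at about 35% in these data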;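 also: 0% = DMSO alone and 100% = 100 µM mitoxantrone as full dye displacement; higher means more dye released from RNA so lower well fluorescence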
KLK7 zymogen act: activates the human kallikrein-7 zymogen | P49862 | purified proKLK7, EDANS-DABCYL substrate fluorescence; 100% is mature enzyme control, 0% vehicle | activation, % at 7 µM | 370,000 compounds, 0.9% hits | AID 652039;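 active = activation above the mean of all tested compounds plus 3 SD, computed per campaign excluding outliers beyond control limits, cut at about 13% in these data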
Target sequence (P49862 whole entry, looked up): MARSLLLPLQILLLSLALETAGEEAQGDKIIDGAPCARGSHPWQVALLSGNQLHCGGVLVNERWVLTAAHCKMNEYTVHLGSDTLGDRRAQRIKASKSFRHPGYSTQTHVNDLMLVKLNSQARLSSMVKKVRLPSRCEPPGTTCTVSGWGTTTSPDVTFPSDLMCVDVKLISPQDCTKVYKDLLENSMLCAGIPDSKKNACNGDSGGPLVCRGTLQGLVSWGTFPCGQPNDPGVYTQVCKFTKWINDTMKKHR
NPR1 activator: GC-A (human) enzyme activation; activation, % at 10 µM; P16066; 370,000 compounds, 0.14% hits; HEK293 GC-A cells, cGMP TR-FRET, EC30 ANP; 0% at EC30 ANP, 100% saturating ANP; in the data active = activation above about 40%
GC-B act: GC-B (human) receptor activation; P20594; HEK293-GC-B cells, CNP EC30, cGMP TR-FRET; 0% at EC30 CNP, 100% saturating CNP; activation, % at 10 µM; 370,000 compounds, 0.11% hits; AID 1920062;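 active = activation at 10 µM reaching about 35% in either raw or pattern-adjusted values, limit read from the data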
sPLA2-III inh: Blocks human group III sPLA2 activity; Q9NZ20; QFRET BODIPY PC-A2 liposome hydrolysis, fluorescence; inhibition, % at 12.2 µM; 370,000 compounds, 0.56% hits;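 active = inhibition above mean plus 3 SD of compounds lying within the high and low control bounds, cut at about 19% in these data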;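 also: 0% = median of test compound wells and 100% = no enzyme DMSO wells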
DDE Tn6 FP inh: inhibitors of Tn6 peptide binding to human fibrin DD(E) | P02675 | Fibrin DD(E) TRITC-Tn6 fluorescence polarization displacement | inhibition, % at 8.3 µM | 370,000 compounds, 0.21% hits | AID 720509;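 active = inhibition above a per-campaign cutoff: mean of compounds within control limits plus 3 SD, cut at about 15% in these data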;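 also: 0% = median of all compound wells on the plate and 100% = blocking peptide control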
FXN GAA850 act: frataxin GAA850 promoter activation; HEK293 lucGAA850 FXN promoter luciferase reporter, 24 h; percent of 10 µM SAHA response; activation, % at 6 µM; 360,000 compounds, 0.56% hits; AID 540364;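 active = activation above the average of all compounds screened plus 3 SD, cutoff fixed separately per campaign, cut at about 7.5% in these data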;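 also: 0% = DMSO wells and 100% = 10 µM SAHA wells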
ARFGAP1 inh: inhibitors of rat ARFGAP1. Q62848. Arfgap1-stimulated ARF1 GTP hydrolysis, GDP FP detection. inhibition, % at 16.5 µM. 360,000 compounds, 0.26% hits. AID 651572;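 active = inhibition above a per-plate limit, mean inhibition of low control wells plus 3 SD, cut at about 25% in these data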;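 also: 0% = DMSO wells with enzyme and 100% = wells lacking Arfgap1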
Target sequence (Q62848 1-136 limits assumed): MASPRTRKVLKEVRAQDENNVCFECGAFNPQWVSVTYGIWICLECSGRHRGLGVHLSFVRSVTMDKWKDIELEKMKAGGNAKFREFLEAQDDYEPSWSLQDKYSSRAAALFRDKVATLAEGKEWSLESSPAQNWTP
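Material: rat Arfgap1 GAP domain (His6, aa 1-136), purified enzyme. Also added: human ARF1(Δ1-17)-GTP substrate. Compound dosing: 16.5 µM single point, 1.26% DMSO. Timing: enzyme reaction 120 min at 25 °C after 20 min preincubation. Signal: GDP detection by fluorescence polarization. Read-out basis: percent inhibition of GAP-stimulated GDP formation, scaled between DMSO and no-Arfgap1 medians.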
ASAP1 GAP inh: blocks human ASAP1-stimulated Arf1 GTP hydrolysis; GDP FP detection; 360,000 compounds, 0.19% hits; inhibition, % at 16.5 µM; Q9ULH1; AID 624377; in the data active = inhibition above about 25%;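 also: 0% = vehicle with enzyme and substrate and 100% = no enzyme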
Starred values were filed as active, the others as inactive; . = not tested or not shown.

SMILES	ADAM10 inh	rCAG RNA binder	KLK7 zymogen act	NPR1 activator	GC-B act	sPLA2-III inh	DDE Tn6 FP inh	FXN GAA850 act	ARFGAP1 inh	ASAP1 GAP inh
CCC(=O)Nc1ccc(N2CCN(C(=O)c3ccccc3C)CC2)cc1	5.2	-2.0	0.1	-1.3	1.2	-4.6	7.3	0.1	-5.9	-0.5
O=C(CCc1nc(-c2ccccc2Cl)no1)NC1CCCCC1	1.9	-9.4	-0.4	-5.7	-0.7	2.0	-7.5	-1.0	5.5	-3.9
COc1ccc(-c2cnn3cc(-c4cccc(Cl)c4)cnc23)cc1	-5.1	-2.3	-0.3	-4.3	-4.1	7.1	1.5	0.3	-2.8	6.0
NC(=O)C1CCCN(C(=O)c2ccc(NC(=O)c3cccs3)cc2)C1 (stereo not given)	-0.8	0.2	0.0	-1.7	8.0	0.3	-3.4	0.9	-0.2	-11.5
COc1ccc(CCNC(=O)Cc2ccsc2)cc1	-5.9	-3.1	-0.2	-0.9	-5.2	6.8	-1.1	1.1	3.7	0.9
O=C(OCc1ccccc1)N(CCF)c1cn(Cc2ccccc2)c(=O)n(Cc2ccccc2)c1=O	5.2	4.5	-0.1	-10.5	-2.4	-6.3	1.1	-0.6	-4.9	-12.8
CN(C)CCNC(=O)c1cc(Br)ccc1Cl	-1.8	-1.4	-0.8	5.4	-2.5	-0.2	-1.1	2.2	0.4	7.5
O=C1N/C(=N\S(=O)(=O)Cc2ccccc2)S/C1=C/c1cccc([N+](=O)[O-])c1	3.7	81.4*	-0.5	-0.5	-4.7	-14.5	-4.7	1.3	-4.9	3.4
CC(=O)c1ccc(S(=O)(=O)NCC2CCN(C(=O)C(=O)c3cc4ccccc4o3)CC2)cc1	3.0	5.8	0.9	0.3	2.7	-7.4	1.1	.	13.6	-4.7
Cc1cc(C)nc(NC(=O)Nc2ccccc2C(F)(F)F)n1	0.3	-7.7	-0.5	9.8	1.3	-4.0	-2.4	-0.6	-11.3	-3.9
CCc1c(O)nc(SCC(=O)Nc2ccccc2)n(-c2ccccc2C)c1=O	-16.3	4.8	0.8	2.1	-2.2	12.6	2.0	1.0	-10.8	-17.6
COc1ccc(OCC(=O)NCc2nc(-c3ccccc3)no2)cc1	-4.0	18.8	0.1	-0.8	2.7	5.5	-0.2	-0.3	-2.0	5.2
COc1ccc(NC(=O)c2cc(-c3ccc(C)o3)nc3ccccc23)c(OC)c1	-27.2	1.7	-9.0	-1.9	7.1	-5.1	8.7	0.2	1.5	-6.6
Cc1nn(-c2ccccc2)c(C)c1/C=C/C(=O)OCC(=O)NC1CCS(=O)(=O)C1 (stereo not given)	-1.6	-5.5	0.1	0.2	2.9	2.0	0.5	3.6	10.4	2.3
Cc1nc2nc(CSc3nc4ccccc4s3)cc(=O)n2[nH]1	-8.7	8.4	0.1	2.9	0.2	2.0	-6.7	-0.3	15.4	6.7
CCOC(=O)c1c2c(c(=S)n(-c3ccccc3)c1N)CCC2	-11.5	3.1	1.3	-0.6	-8.3	-0.9	3.5	3.4	-3.0	1.4
Cc1cc(C)nc(SCC(=O)NN=C2CCCC2)n1	5.2	1.7	0.1	2.5	0.6	7.9	-5.6	-0.5	3.4	2.9
O=C(NCc1ccccc1)c1ccc(=O)oc1	-34.2	3.4	0.7	4.7	4.4	14.3	9.6	2.1	-8.0	-1.6
COC(=O)c1c(NC(C)=O)sc(C(=O)N2CCOCC2)c1C	3.3	-0.7	0.4	-6.1	1.6	3.2	-4.0	-1.6	-0.8	4.8
COc1cccc(COC(=O)C2CC(=O)N(Cc3ccco3)C2)c1OC (stereo not given)	-10.2	-4.7	0.1	1.9	0.3	-3.4	0.7	-3.7	0.2	-8.7

Sorted by formula weight (low to high): 3 of the compounds above
SMILES	ADAM10 inh	rCAG RNA binder	KLK7 zymogen act	NPR1 activator	GC-B act	sPLA2-III inh	DDE Tn6 FP inh	FXN GAA850 act	ARFGAP1 inh	ASAP1 GAP inh
Cc1cc(C)nc(NC(=O)Nc2ccccc2C(F)(F)F)n1	0.3	-7.7	-0.5	9.8	1.3	-4.0	-2.4	-0.6	-11.3	-3.9
CCOC(=O)c1c2c(c(=S)n(-c3ccccc3)c1N)CCC2	-11.5	3.1	1.3	-0.6	-8.3	-0.9	3.5	3.4	-3.0	1.4
COC(=O)c1c(NC(C)=O)sc(C(=O)N2CCOCC2)c1C	3.3	-0.7	0.4	-6.1	1.6	3.2	-4.0	-1.6	-0.8	4.8

Carrying on.
SMILES	ADAM10 inh	rCAG RNA binder	KLK7 zymogen act	NPR1 activator	GC-B act	sPLA2-III inh	DDE Tn6 FP inh	FXN GAA850 act	ARFGAP1 inh	ASAP1 GAP inh
COc1ccc(CCC(=O)Nc2ccc(-c3noc(-c4ccc(OC)c(OC)c4)n3)cc2)cc1	4.9	2.1	0.3	0.9	-7.5	1.6	10.4	3.3	-4.4	7.5
Cn1c(SCc2ccccc2)nc(C(F)(F)F)cc1=O	-0.8	-0.8	-0.6	-0.9	6.3	-1.2	7.2	2.8	-5.5	-8.2
COc1ccc(S(=O)(=O)N2CCN(Cc3cc(OC)c(OC)c(OC)c3)CC2)cc1	-1.4	-6.0	0.4	0.9	0.5	-3.5	-0.6	2.1	4.5	-10.6
Cc1oc(-c2ccccc2Cl)nc1Cn1cccc1C1=NC(c2ccccc2)CO1 (stereo not given)	6.8	-1.7	-0.3	-7.5	-2.8	-4.0	1.5	-0.6	2.6	9.8
Cc1cc2c(N=NC(=O)CCc3ccccc3)c(O)[nH]c2cc1Br	7.0	4.8	-0.3	1.0	-3.0	-4.5	1.4	2.3	14.3	4.3
Cc1cccc(NC(=O)CN(C)S(=O)(=O)c2ccc3c(c2)n(C)c(=O)c(=O)n3C)c1C	-8.2	-3.9	0.0	3.4	5.8	5.6	-11.3	-1.1	2.5	-0.3
COc1ccccc1OCC(O)CN1CCOCC1 (stereo not given)	-4.3	-1.1	0.0	-1.8	7.8	1.1	2.1	1.5	6.5	1.0
O=C(COc1ccc2cc(Br)ccc2c1Br)N1CCOCC1	4.6	-2.5	0.6	-7.2	-3.4	-11.6	-6.6	2.9	2.1	-5.7
CCCCOc1ccc(C2C(C(=O)c3cccs3)=C(O)C(=O)N2CCN2CCOCC2)cc1 (stereo not given)	3.9	7.9	-0.4	4.7	-3.2	7.2	0.7	1.6	7.8	-7.1
CCOc1ccc(-n2cc(-c3ccccc3)c3c(N4CCOCC4)ncnc32)cc1	8.4	-0.5	-0.7	-1.5	8.5	-0.8	-7.0	-3.8	-8.0	-6.8
O=C(Nc1nnc([C@@H]2C[C@H](O)[C@@H](CO)O2)s1)NC1CCCCC1	2.2	4.1	0.5	2.4	3.6	3.8	-4.4	0.5	6.6	-2.0
CCN(CC)C(=O)c1ccc2nc([C@@H]3O[C@H](CO)[C@H](O)[C@H](O)[C@H]3O)[nH]c2c1	0.4	3.1	0.2	0.8	1.6	0.2	1.2	-0.4	-0.3	-10.1
C#CCOCCOCCOCCNc1nc(N2CCN(C(=O)[C@H](CCCCN)n3cc(CN)nn3)CC2)nc(N2CCN(C(=O)[C@H](CCC(=O)O)n3cc([C@@H](N)[C@H](C)CC)nn3)CC2)n1	-16.5	2.1	0.4	0.4	2.5	5.4	2.7	2.3	8.8	-5.0
CCOC(=O)c1cnc2ccc(Cl)cc2c1Nc1ccc(S(=O)(=O)Nc2ncccn2)cc1	-3.0	2.4	-0.4	1.7	-0.9	1.4	3.1	0.9	-9.0	9.2
O=C(CCN1C(=O)C2CCCCC2C1=O)NNC(=O)c1cccc(Cl)c1 (stereo not given)	-4.3	-1.6	-0.7	1.5	-0.4	-0.3	-2.4	0.6	6.9	5.9
CCc1ccc(CNC(=O)c2ccc(OC)c(OC3CCN(C(C)C)CC3)c2)nc1	7.9	-6.7	0.1	-1.9	-0.9	5.8	8.4	3.2	-2.5	6.5
Cc1ccc(NC(=S)N(CCCN2CCOCC2)Cc2cccs2)c(C)c1	-3.4	-7.1	-0.1	-0.4	-2.5	16.0	-3.0	3.3	15.8	16.7
C=CCN(c1ccccc1)S(=O)(=O)c1cccc(C(=O)OCC(=O)NCCOC)c1	4.1	-2.1	-0.5	-2.9	-1.0	-4.0	-2.0	2.0	-2.0	10.8
CC(c1ccccc1)N(C)C(=O)CN1CCN(S(=O)(=O)c2ccc3c(c2)OCCCO3)CC1 (stereo not given)	0.3	0.0	-0.2	1.7	-0.7	-7.7	4.5	-1.7	8.1	-2.0
COc1ccc(-c2noc(CNC(=O)CCN3C(=O)[C@H]4CC=CC[C@H]4C3=O)n2)cc1	-1.9	-0.4	0.0	0.2	0.7	1.3	-7.8	1.2	-2.9	-0.1
O=NN(CC(=O)NNc1ccccc1)CC(=O)NNc1ccccc1	-4.5	4.2	1.0	1.2	7.6	-8.1	-1.0	.	-8.9	-11.1
C/C(=N/NC(=O)c1ccc(O)cc1)c1cccc([N+](=O)[O-])c1	-7.8	-1.2	0.0	0.0	-4.3	-10.5	-9.2	0.7	18.0	1.5
C=CC[C@@H](Cc1ccc(F)cc1)C(=O)OC[C@H]1CCCN1C(=O)[C@H](CC=C)CC(=O)N[C@H](CO)Cc1ccccc1	4.5	-4.5	0.4	-6.4	-5.0	-14.3	2.9	-2.4	3.7	2.2
Cc1ccc2c(c1)C1(C)C(C(C)(C)N2C=O)C1(Cl)Cl (stereo not given)	-2.8	-2.5	0.3	-7.6	-3.2	0.6	0.9	2.2	-6.0	5.2
Cc1ccnc(NC(=O)CCC(=O)N(CC(=O)NC(C)(C)C)c2ccc(F)c(Cl)c2)c1	2.9	-9.3	0.6	0.3	-1.7	-2.2	-7.0	0.6	-2.3	2.4
CC(C)OC(=O)CSc1nc2cccnc2n1C1CCCCC1	-8.7	-11.8	0.4	-0.7	-5.0	-3.1	4.9	2.7	-5.1	-11.8
C/C(Cl)=C/Cn1c(NCCCn2ccnc2)nc2c1c(=O)[nH]c(=O)n2C	-8.5	0.8	0.1	0.8	-5.8	4.9	-4.6	-2.0	1.2	-5.1
CCn1c(=O)cc(OCC(=O)N(C)C2CCCCC2)c2ccccc21	-4.3	-5.1	-0.6	0.8	-1.8	0.4	-1.6	0.9	-4.8	2.0
CCN(CC)C(=O)Cn1c(=O)n(Cc2ccccc2Cl)c2c1c(=O)n(C)c(=O)n2C	-4.6	-8.7	0.5	-1.8	-1.2	3.4	-6.6	2.2	-8.2	-5.8
Cc1ccc(C(=O)CSc2nc(-c3ccccc3)cc(=O)[nH]2)cc1	4.0	8.0	0.1	-3.7	-3.1	-41.3	-8.3	-1.2	7.5	9.3
Cc1ccc(-n2ncc3c(=O)n(CC(=O)NCC4CCCO4)cnc32)cc1 (stereo not given)	-0.1	-0.7	0.4	0.6	-7.2	2.7	-4.5	2.3	11.5	-7.2
CC(=O)NCC(=O)OCC(=O)c1ccc(Br)cc1	-3.7	-0.6	-0.8	1.3	2.0	-6.9	7.9	-0.8	-6.6	-12.9
COC(=O)c1ccc(NC(=O)c2sc3nc(-c4ccccc4)cn3c2C)cc1	2.2	1.4	-0.7	8.7	7.7	-7.0	-0.2	-1.5	-3.9	-6.2
O=C1NC[C@@H](CCCCN2C[C@H](Cc3ccc(O)cc3)N(CCc3ccccc3)C(=O)C2=O)N(CCc2ccccc2)C1=O	-15.0	0.7	0.7	1.1	-0.2	3.0	-5.5	.	7.6	-5.8
